Apoferritin bind: candidate novel general anesthetic via apoferritin binding; Potency, µM (titrated, usually from 77.5 µM), for the others: at the top dose activity change, negative = displacement, actives largely listed as inhibitors; P02791; 0.074% of 350,000 active; AID 485281; apoferritin/1-aminoanthracene competitive binding, fluorescence; note: potency is the fitted concentration of half-maximal effect; % is set by controls: 0 for no effect and ±100 for the full control effect; nearly all actives have a fitted effect of over 20% in size
Target sequence (P02791 2-175 limits assumed): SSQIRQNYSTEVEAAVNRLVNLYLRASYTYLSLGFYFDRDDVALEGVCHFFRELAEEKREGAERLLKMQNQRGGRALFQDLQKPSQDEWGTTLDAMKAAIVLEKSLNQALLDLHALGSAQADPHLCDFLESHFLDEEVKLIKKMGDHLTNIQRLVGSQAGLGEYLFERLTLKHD
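Horse-spleen apoferritin (10 uM) in 50% saturated 1-aminoanthracene in PBS was incubated 10 min at room temperature with compound. Fluorescence (ex 380, em 535 nm) was normalized to free and bound 1-AMA, with concentration-response fitted by a four-parameter Hill equation.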
POLI inh: blocks human DNA polymerase iota activity; Pol iota fluorescent replication assay, 10 min; Q9UNA4; Potency, µM (highest dose often 115 µM), inactives show at the top dose activity, negative = inhibition, most hits filed as inhibitors; 1% of 390,000 active; note: potency is the fitted concentration of half-maximal effect
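Pol iota at 10 nM preincubated 15 min with compounds at room temperature; reaction started with fluorescent substrate, 50 nM final. Fluorescence read kinetically at 0 and 10 min; buffer-only wells as negative control.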
Pol beta inh: DNA polymerase beta (human) inhibition; P06746; Pol beta primer extension/strand displacement, fluorescence kinetic; 1.3% of 340,000 active; AID 485314; Potency, µM (titrated, usually from 114 µM), for the others: at the highest dose activity change, negative = inhibition, hits mostly inhibitors; note: potency is the fitted concentration of half-maximal effect; % is set by controls: 0 for no effect and ±100 for the full control effect
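10 nM enzyme + cpd, 15 min RT; start with substrate 50 nM final; read 0 min and after 10 min RT. Corrected, normalized data; 4-parameter Hill curve fit.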
BLM helicase inh: inhibitors of human Bloom syndrome helicase BLM; P54132; 0.2% of 350,000 active; recombinant BLM DNA unwinding, fluorescence dequenching; Potency, µM (top dose mostly 56.1 µM), without a hit: top-dose activity change, negative = inhibition, hits mostly inhibitors;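 note: potency is the fitted concentration of half-maximal effect; plate controls were vehicle for no effect and no enzyme for full effect; nearly all actives have a fitted effect of over 35% in size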
APE1 inh: inhibitors of human APE1 endonuclease; P27695; recombinant APE1, TAMRA/BHQ-2 abasic DNA cleavage fluorescence; Potency, µM (titrated, usually from 65.8 µM), for the others: top-dose activity change, negative = inhibition, hits mostly inhibitors; 0.35% of 350,000 active;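 note: potency is the fitted concentration of half-maximal effect; plate controls were vehicle for no effect and reference inhibitor for full effect; nearly all actives have a fitted effect of over 55% in size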
Target sequence (P27695 whole entry, looked up): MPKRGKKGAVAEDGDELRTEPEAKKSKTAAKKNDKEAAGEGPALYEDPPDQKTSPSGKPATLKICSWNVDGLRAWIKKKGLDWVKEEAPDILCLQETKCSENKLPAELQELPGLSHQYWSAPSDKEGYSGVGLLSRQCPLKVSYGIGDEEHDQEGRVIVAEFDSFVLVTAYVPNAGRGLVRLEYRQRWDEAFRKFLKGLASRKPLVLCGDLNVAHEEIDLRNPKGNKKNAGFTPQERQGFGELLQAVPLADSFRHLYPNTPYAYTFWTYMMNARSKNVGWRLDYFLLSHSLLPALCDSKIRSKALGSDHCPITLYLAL
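Incision of a quenched TAMRA/BHQ-2 THF abasic-site duplex (50 nM) by 0.75 nM APE1, after 15 min compound preincubation, measured as fluorescence increase over three 60 s reads. Values normalized to buffer, DMSO and NSC13755 control wells.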
POLH inh: blocks human DNA polymerase eta activity; Q9Y253; recombinant Pol eta, fluorescent DNA replication assay; Potency, µM (highest dose often 114 µM), inactives show at the top dose activity change, negative = inhibition, most hits filed as inhibitors; 1.2% of 390,000 active; AID 588591; note: potency is the fitted concentration of half-maximal effect; % is set by controls: 0 for no effect and ±100 for the full control effect
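Fluorescent replication assay: 50 nM final substrate added after a 15 min room-temperature compound preincubation with 10 nM enzyme. Signal taken at 0 min and again at 10 min.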
POLK inh: blocks human DNA polymerase kappa activity | Q9UBT6 | purified Pol kappa, fluorescent DNA synthesis assay, 10 min | Potency, µM (highest dose often 107 µM), inactives show at the top dose activity, negative = inhibition, hits mostly inhibitors | 0.53% of 400,000 active | AID 588579; note: potency is the fitted concentration of half-maximal effect; % is set by controls: 0 for no effect and ±100 for the full control effect
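50 nM final substrate added after 15 min RT preincubation of 10 nM Pol kappa with compound; fluorescence read at 0 and 10 min.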
PGK inhibitor: inhibitors of T. brucei phosphoglycerate kinase | PGK/GAPDH coupled, Kinase-Glo luminescence, 60 min | 0.043% of 380,000 active | Potency, µM (titrated, usually from 57.5 µM), without a hit: top-dose activity change, negative = inhibition, most hits filed as inhibitors; note: potency is the fitted concentration of half-maximal effect; % is set by controls: 0 for no effect and ±100 for the full control effect; nearly all actives have a fitted effect of over 60% in size
Target sequence (P07378 whole entry, looked up): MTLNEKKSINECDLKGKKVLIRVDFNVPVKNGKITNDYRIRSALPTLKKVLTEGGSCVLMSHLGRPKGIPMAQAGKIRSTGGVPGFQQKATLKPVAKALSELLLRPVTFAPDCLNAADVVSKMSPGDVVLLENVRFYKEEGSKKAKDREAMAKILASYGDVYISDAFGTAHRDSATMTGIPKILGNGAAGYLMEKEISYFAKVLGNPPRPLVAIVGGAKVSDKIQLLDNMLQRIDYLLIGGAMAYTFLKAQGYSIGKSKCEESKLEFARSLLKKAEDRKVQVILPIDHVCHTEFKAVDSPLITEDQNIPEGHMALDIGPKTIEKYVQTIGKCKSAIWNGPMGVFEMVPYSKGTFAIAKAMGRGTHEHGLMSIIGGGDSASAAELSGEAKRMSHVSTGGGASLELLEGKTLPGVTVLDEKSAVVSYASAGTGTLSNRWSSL
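Recombinant glycosomal PGK reaction used 1,3-bisphosphoglycerate generated in-well by GAPDH (100nM final) in 100mM TEA pH 7.6, 5mM MgCl2, 0.01% Tween-20. After 60 minutes at room temperature, ATP was read by Kinase-Glo Plus luminescence end-point.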
RXFP1 antagonist: antagonists of human relaxin receptor RXFP1; Q9HBX9; HEK293-RXFP1, relaxin-stimulated cAMP HTRF, 30 min; active compounds read low; activity change, negative = inhibition, % at 57.5 µM; 0.59% of 350,000 active; AID 1259400;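 active = activity change of -60% or lower, but not beyond a set lower limit; inconclusive = change between -60% and -40%, or beyond the set limit; inactive = change above -40%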; note: % is set by controls: 0 for no effect and ±100 for the full control effect
* marks the source's active call; other numbers are inactive results; i = inactive; ? = inconclusive; nt = no result given; & = joins results of further samples; [ ] = another dose, or the depositor's remark. Unless noted, calls come from the whole dose curve; as a rule, active = well fitted curve in the direction sought with a large enough effect; inconclusive = small, poorly fitted or top-dose-only effect, or another doubt; inactive = no such curve, though single readings can be large; an effect the other way counts as inactive or inconclusive. This is a subset; the hit share may differ from the screen's.

Values run as follows: RXFP1 antagonist	POLI inh	APE1 inh	POLK inh	Apoferritin bind	BLM helicase inh	Pol beta inh	PGK inhibitor	POLH inh
- O=C(CCCn1c(=O)[nH]c2cc(Cl)ccc2c1=O)NCCCN1CCCC1=O
 : -18	14%	?	2%	-4%	3%	-20%	-1%	-14%
- Cc1cc(C(F)(F)F)c2c(N)c(C(=O)Nc3cc(C)on3)sc2n1
 : -3	8%	-2%	-9%	-18%	2%	2%	0%	1%
- O=[N+]([O-])c1ccc(CSc2nnc3ccccn23)cc1
 : -1	11%	-3%	-3%	-4%	-8%	1%	-2%	-5%
- CCOC(=O)c1nnn(CC(=O)N2N=C(c3cc(C)ccc3C)CC2c2ccc(OC)cc2)c1C(=O)OCC (stereo not drawn)
 : -9	-12%	2%	-14%	-10%	-9%	26%	-9%	?
- Cc1cc(C)cc(Oc2coc3c(CN(C)C)c(O)ccc3c2=O)c1
 : 2	141%[activator]	12%	-9%	129%[activator]	0%	-5%	i	-11%
- Cc1oc(C(=O)O)cc1COc1ccc2c(C)cc(=O)oc2c1
 : -5	-14%	?	-25%	-2%	2%	?	-21%	22µM*
- CCC(=O)N1CCc2cc(S(=O)(=O)NCCC(=O)Nc3cc(C)ccc3OC)ccc21
 : -9	6%	nt	-19%	-10%	-2%	6%	i	-19%
- Fc1ccc(NC(=S)N/N=C/c2ccc(F)c(F)c2)c(F)c1
 : -3	20%	3%	-10%	4%	-2%	10%	7%	-1%
- Cc1c(C(=O)Nc2nc(-c3ccc(F)cc3)ns2)oc2ccc(Cl)cc12
 : -2	-4%	nt	-5%	1%	3%	2%	-12%	1%
- C=CCn1c(O)c(N=NC(=O)OC(C)(C)C)c2ccccc21
 : nt	-1%	4%	-8%	-11%	-3%	1%	-6%	-13%
- Cn1c(=S)[nH]c2ccccc21
 : -14	16%	4%	0%	-9%	1%	12%	-9%	-13%
- COc1cc(C(O)CO)ccc1OS(=O)(=O)O (stereo not drawn)
 : nt	22%	22%&-3%	1%[60.1 µM]	nt	nt	-1%[57.1 µM]	-4%	-7%
- Cc1cc(S(=O)(=O)N(Cc2ccccc2Cl)c2ccc3c(c2)CCC3)ccc1-n1cnnn1
 : -1	30%[activator]	-4%	-5%	3%	-7%	2%	5%	-9%
- Cn1c(SCC(=O)NCc2ccccc2)nnc1-c1ccc(NC(=O)CCc2ccccc2)cc1
 : -11	-6%	-7%	-2%	-9%	-3%	-1%	-2%	-17%
- CC1CCCC(NC(=O)CCS(=O)(=O)c2cc3c(cc2Cl)NC(=O)CO3)C1C (stereo not drawn)
 : 0	13%	37%	4%	1%	1%	-21%	-5%	6%
- CC1(c2ccc3ccccc3c2)NC(=O)N(CC(=O)Nc2cccc(S(=O)(=O)N3CCOCC3)c2)C1=O (stereo not drawn)
 : -3	16%	-4%	-15%	1%	-8%	2%	-4%	-19%
- CCN(CC)S(=O)(=O)c1cccc(-c2nnc(SCc3nnc(-c4cccs4)o3)n2N)c1
 : 3	1%	17%	-9%	-19%	0%	16%	-4%	3%
- O=C(NCCOc1ccccc1)c1ccccc1[N+](=O)[O-]
 : 0	3%	2%	-14%	-12%	1%	-12%	-1%	-10%
- CCOc1cc2sc(N3CCC(C(=O)Nc4ccccc4Cl)CC3)nc2cc1Br
 : -7	20%	nt	1%	-9%	-1%	23%	-9%	-22%
- COc1ccc(S(=O)(=O)N2CCN(CC3CC=CCC3)CC2)cc1 (stereo not drawn)
 : -25	110%[activator]	-3%	-8%	4%	-1%	45%	3%	-7%

Retrieved by structure from the entries so far, 2 records:
Values run as follows: RXFP1 antagonist	POLI inh	APE1 inh	POLK inh	Apoferritin bind	BLM helicase inh	Pol beta inh	PGK inhibitor	POLH inh
- COc1cc(C(O)CO)ccc1OS(=O)(=O)O (stereo not drawn)
 : nt	22%	22%&-3%	1%[60.1 µM]	nt	nt	-1%[57.1 µM]	-4%	-7%
- Cn1c(SCC(=O)NCc2ccccc2)nnc1-c1ccc(NC(=O)CCc2ccccc2)cc1
 : -11	-6%	-7%	-2%	-9%	-3%	-1%	-2%	-17%

The results go on.
Values run as follows: RXFP1 antagonist	POLI inh	APE1 inh	POLK inh	Apoferritin bind	BLM helicase inh	Pol beta inh	PGK inhibitor	POLH inh
- Cc1ccc(OCCC(=O)NCCc2ccc(S(N)(=O)=O)cc2)cc1
 : -7	8%	3%	3%	1%	1%	12%	5%	-10%
- Cc1ccc(S(=O)(=O)NCCC(=O)Nc2ccc(C)cc2C(=O)c2ccccc2)cc1
 : -16	180%[activator]	1%	-11%	4%	-5%	0%	-2%	-25%
- Cc1ccc(-c2csc3ncnc(NS(=O)(=O)c4ccc(Cl)cc4)c23)cc1
 : -4	-2%	-1%	-7%	0%	-7%	-10%	2%	-13%
- O=C(c1ccc2c(c1)CCN2S(=O)(=O)c1ccc(Cl)cc1)N1CCN(c2ccccc2)CC1
 : 0	6%	nt	2%	-9%	-7%	27%	7%	-13%
- COc1cc2cncc(Cc3ccc(Cl)cc3)c2cc1OC
 : -12	20%	19%	3%	nt	nt	nt	9%	-13%
- COCCN(CCOC)C(=O)Nc1ccc(Cl)cc1
 : -4	55%[activator]	-1%	-2%	-5%	-5%	0%	-1%	-15%
- COc1ccc(C(=O)NCC(=O)N/N=C/c2cccnc2)cc1
 : 0	0%	13%	2%	-18%	-1%	10%	3%	-1%
- COc1cccc(OC)c1C(=O)OCC(=O)NCCCc1ccccc1
 : 10	21%	17%	-4%	-5%	-4%	1%	i	-21%
- CCN(CC)S(=O)(=O)c1ccc(Cl)c(NC2=NCCCCC2)c1
 : 11	49%[activator]	-1%	0%	-4%	3%	33%	-9%	-13%
- COc1cccc2cc(C(=O)C3=C(O)C(=O)N(CCN4CCOCC4)C3c3cccs3)oc12 (stereo not drawn)
 : -6	21%	10%	-8%	?	-11%	46%	-3%	?
- Cc1c(NC(=O)CSc2nnc(-c3cccnc3)n2N)c(=O)n(-c2ccccc2)n1C
 : 5	10%	25%	-7%	nt	nt	nt	-7%	-2%
- Cc1ccc(C(C)(C)C)c(OCCOCCN2CCCC2)c1
 : -22	41%[activator]	-1%	3%	-2%	-7%	5%	2%	-19%
- Cc1ccc(OCC(=O)Nc2ccc(CN3CCOCC3)cc2)cc1C
 : -4	64%[activator]	33%	5%	?	-3%	31%	i	-25%
- O=C(NCc1ccco1)c1ccc(-c2ccccc2Cl)o1
 : 2	41%[activator]	-7%	3%	-7%	-3%	-27%	i	-13%
- O=C(N/N=C/c1ccc(O)c(O)c1)N/N=C/c1ccc(O)c(O)c1
 : -7	0.89µM*	-95%	0.79µM*	-2%	7.9µM*	0.32µM*	?	0.71µM*
- CCOC(=O)N1CCN(C(=O)c2cn(CC(C)C)c(=O)c3c2c2ccccc2n3C)CC1
 : 6	37%[activator]	17%	6%	-12%	-7%	38%	2%	-18%
- Cc1ccc(Nc2cc(-c3ccccc3)nc(C)n2)cc1
 : -13	-2%	nt	-16%	-14%	-1%	?	-3%	-24%
- C=CCn1c(-c2cc(-c3ccccc3)sc2N)n[nH]c1=S
 : -32	81%[activator]	13%	-6%	4%	-11%	11%	3%	-19%
- COCCN1Cc2cccc(C(=O)Nc3ccc(Cl)cc3Cl)c2C1=O
 : nt	-1%	nt	1%	?	-7%	5%	-1%	-19%
- COc1ccccc1OCCOCCN1CCCC1
 : -3	-1%	14%	-4%	-1%	-1%	0%	9%	-10%
- CC(C)c1ccc(C(=O)N2CCN(CCO)CC2)cc1
 : -2	-10%	-1%	-3%	-6%	1%	?	-1%	-4%
- CC(C)(C)NC(=O)N1CCN(c2nc3ccc(Cl)cc3s2)CC1
 : -12	-14%	5%	1%	-9%	-3%	7%	-11%	-15%
- CN(CP(=O)(O)C(O)c1ccccc1)S(C)(=O)=O (stereo not drawn)
 : -10	-3%	-3%	-3%	-10%	-2%	29%	-1%	-7%
- CC1CN(C(=O)c2cc(S(=O)(=O)N3CCCC3)c(Cl)cc2Cl)CC(C)O1 (stereo not drawn)
 : -7	23%	-4%	-5%	-2%	-1%	-22%	nt	7%
- O=C(CSc1nc(N2CCCCC2)nc(N2CCCCC2)n1)N1CCN(c2ccccc2)CC1
 : -25	1%	-1%	-10%	-13%	-5%	11%	-1%	-11%
- O=c1c2ccccc2n2nnnc2n1-c1ccccc1
 : 1	23%	3%	-1%	-3%	0%	7%	-5%	-7%
- Oc1ccc(Cl)c2cccnc12
 : -6&6	9%	-2%	-12%	-5%	3%&-11%	nt	-1%	-8%
- O=C(NCCc1ccc(Cl)cc1)c1ccc2nc(N3CCOCC3)sc2c1
 : nt	-24%	-15%	-20%	-17%	-11%	19%	-6%	-4%
- O=C(NCc1ccc(F)cc1)N[C@@H](Cc1ccccc1)C(=O)O
 : -19	-11%[58.9 µM]	1%	-6%	-3%	10%	1%	i	-12%
- COc1ccc(C)cc1N(CC(=O)NC(C)c1ccccc1)S(C)(=O)=O (stereo not drawn)
 : -4	14%	28%	-12%	-1%	-2%	2%	-1%	-7%
- COc1ccc(-c2cc(C)no2)cc1S(=O)(=O)Nc1cccc(C(F)(F)F)c1
 : -21	4%	nt	-6%	-1%	-2%	-1%	-1%	11%
- Cc1ccc(N(CCCCN2C(=O)c3ccccc3C2=O)C(=O)c2cccs2)cc1
 : 8	-2%	-2%	-11%	-18%	-1%	34%	6%	-18%
- O=C(CNc1ccc(Br)cc1)c1ccc(O)cc1
 : -16	48%[activator]	25%	-3%	-21%	-7%	13%	0%	-15%
- CN(C(=O)COc1ncnc2ccccc12)C1CCCCC1
 : -14	18%	-1%	3%	nt	nt	nt	i	-16%
- Cc1cc(C)cc(OCC(=O)Nc2ccc(N3CCCCC3)cc2)c1
 : -16	10%	39%[activator]	-5%	nt	nt	nt	-3%	-15%
- O=C(NCc1ccccc1)C1=C[C@H](C2CC2)C[C@H](OCc2ccc(CO)cc2)O1
 : nt	-4%	0%	-3%	-4%	-1%	-25%	i	-12%
- CS(=O)(=O)N(CC(=O)N/N=C/c1cc2c(cc1Br)OCO2)c1ccccc1Br
 : nt	22%	?	-10%	-16%	-5%	-15%	5%	-18%
- O=C(CN1CCC(C(=O)c2ccc(Cl)cc2)CC1)Nc1ccc2c(c1)OCCO2
 : -15	12%	13%	-8%	?	-5%	-2%	12%	-19%

High-throughput results deposited in PubChem by National Center for Advancing Translational Sciences (NCATS).
